LDHA block: inhibitors of human lactate dehydrogenase A | activity change, % (values are at about 110 or 230 µM) | P00338 | purified LDHA, NADH/diaphorase-resazurin fluorescence; hits give low values | hit rate 0.15% among 480,000 | AID 1347041; in the data active = activity change below about -30%; inconclusive = mostly about -25% to -30%;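 note: plate controls were DMSO wells for no effect and wells without enzyme for full effect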
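Human LDH5 (2 nM) was incubated with 0.06 mM NADH and 0.2 mM pyruvate for 5 min at room temperature in Tris pH 7.4. Remaining NADH was coupled through diaphorase/resazurin, and resorufin fluorescence was read at 0 and 20 min.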
ALOX12 inh: inhibitors of human 12S-lipoxygenase ALOX12 | P18054 | purified 12hLO, xylenol orange hydroperoxide absorbance | Potency, µM (doses to about 108 µM), for inactives: top-dose activity change, negative = inhibition, hits mostly inhibitors | hit rate 1.1% among 580,000 | AID 1671190; active = well fitted inhibition curve with a large enough effect; inconclusive = small, poorly fitted or top-dose-only effect, or another doubt; inactive = no such curve, though single readings can be large or run the other way; note: potency is the fitted concentration of half-maximal effect
Target sequence (P18054 whole entry, looked up): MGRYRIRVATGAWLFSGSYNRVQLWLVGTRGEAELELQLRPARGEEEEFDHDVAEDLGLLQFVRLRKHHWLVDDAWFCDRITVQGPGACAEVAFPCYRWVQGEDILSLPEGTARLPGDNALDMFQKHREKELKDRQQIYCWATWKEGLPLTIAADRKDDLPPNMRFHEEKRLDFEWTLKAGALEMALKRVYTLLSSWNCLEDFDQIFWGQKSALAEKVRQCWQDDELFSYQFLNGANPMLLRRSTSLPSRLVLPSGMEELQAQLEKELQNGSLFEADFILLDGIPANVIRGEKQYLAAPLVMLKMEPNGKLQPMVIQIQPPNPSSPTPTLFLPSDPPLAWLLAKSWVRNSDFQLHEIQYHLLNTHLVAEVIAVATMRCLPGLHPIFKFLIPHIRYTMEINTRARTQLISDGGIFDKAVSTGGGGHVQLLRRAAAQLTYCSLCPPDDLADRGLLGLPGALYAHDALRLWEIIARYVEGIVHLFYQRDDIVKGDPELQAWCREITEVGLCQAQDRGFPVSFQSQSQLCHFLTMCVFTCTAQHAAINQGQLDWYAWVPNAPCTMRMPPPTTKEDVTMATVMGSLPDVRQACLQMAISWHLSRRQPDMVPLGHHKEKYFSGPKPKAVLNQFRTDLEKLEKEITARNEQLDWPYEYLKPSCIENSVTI
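Hydroperoxide product was detected by ferrous iron/xylenol orange as the 573 to 405 nm absorbance ratio. Arachidonic acid at 40 uM (final) was turned over for 30 min at room temperature by 150 nM human 12hLO, pH 7.0 Hepes buffer, after 15 min compound preincubation.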
The depositor's hits bear a star; ? = inconclusive; & = joins results of further samples; [ ] = another dose, or the depositor's remark. Unless noted, % is set by controls: 0 for no effect and ±100 for the full control effect.

molecule	LDHA block	ALOX12 inh
CC(NC(=O)CN1CSCC1=O)c1cccc(Cl)c1 (configuration not stated)	6	-27%
Cc1cc(C)nc(NC(N)=NCc2cccnc2)n1	-4&-2	3%&3%
NC(=O)c1ccccc1NCC1CC1(Cl)Cl (configuration not stated)	-4	65%[activator]
O=C(NCCc1cccc2cccnc12)c1cc(-c2ccccn2)nc2ccccc12	0	3%
CC(=O)Nc1ccc(NCC(=O)NCc2ccc(Cl)cc2)c(C(F)(F)F)c1	2	?
Cc1nc2scc(C)n2c1/C=C/c1cc(C(=O)O)c2ccccc2n1	0	?
COc1ccc(-c2nc(CC(=O)NC3CCN(Cc4ccccc4)C3)cs2)cc1OC (configuration not stated)	-4	-57%
CNCCC(F)(F)F	3	16µM*
CC(C)Cc1nnc(NC(=O)c2ccc3ccn(C)c3c2)s1	-3	2%
N#Cc1nc(/C=C/c2ccccc2)oc1N1CCN(c2ccccc2)CC1	-5	-15%
COc1ccc(OC)c(NC(=O)CSc2nc(-c3ccccc3)nc3c2COC(C)(C)C3)c1	5	4%
Clc1cccc(CNc2ccn3nc(-c4ccc(OCCN5CCOCC5)cc4)cc3n2)c1	0	?
Nc1ccc(OC2CCCC2)c(Cl)c1	7	?
CC1Cn2c(Cc3ccccc3)nnc2S1 (configuration not stated)	-2	3%
CCCCc1cc(=O)oc2c(C)c(OC(C)C(=O)NCc3cccnc3)ccc12 (configuration not stated)	2	2%
CCOc1ccc(CCN2C(=O)C(=O)N([C@@H](Cc3ccccc3)CN3CCC[C@H]3CN3C(=O)C(=O)NC[C@@H]3Cc3ccc(O)cc3)C[C@@H]2CC(C)C)cc1	4	?
CC(C)(C)c1ccc(C(=O)N2CCC2(C)C(=O)NCc2cccc3ccccc23)cc1 (configuration not stated)	-2	-11%
Cc1cccc2[nH]c(C(=O)OCC(=O)Nc3ccccc3)cc12	-1	?
CSc1nc(-c2ccc(Cl)cc2)c(C#N)c(N2CCN(C)CC2)n1	2	-29%
Cn1c(=O)n(C)c2cc(SC3CCCCC3)c(NS(=O)(=O)c3cccc(Cl)c3)cc21	9	-16%
CC(=O)OC[C@@H]1CN(Cc2ccccc2)C[C@H](n2cnc3c(NC4CCC4)ncnc32)O1	-6	13%
COc1ccc(C(=O)Nc2cccc(NC(C)=O)c2)cc1Br	6	-7%
Cc1cccc(NC(=O)Cc2nn(C)c(=O)c3ccccc23)c1C	2	-27%
COCCNC(=O)C1(C)CCCN(Cc2sc(C)nc2C)C1 (configuration not stated)	-9	0%
O=C(CCc1ccco1)Nc1ccc(N2CCCC2)cn1	15	-16%
COCc1cc(C)nc2sc3c(c12)NCN(c1ccccc1C)C3=O	-2	-13%
CCN(CC)S(=O)(=O)c1ccc(-c2csc(-c3ccc(OC)c(OC)c3)n2)cc1	-7	-14%
CCN(C(=O)c1oc2c(c1C)C(=O)CC(C)(C)C2)c1ccccc1	12	-22%
Cc1ccc(NC(=O)CCc2ncc(-c3ccccc3)o2)nc1	1	0%
Cc1ccc2oc(C(=O)NCC(c3cccs3)N3CCCCCC3)cc(=O)c2c1 (configuration not stated)	-20	15%
Cc1ccc(F)c(S(=O)(=O)NC(=O)C2(C)CCN2C(=O)c2ccc(C3CCCCC3)cc2)c1 (configuration not stated)	2	-21%
O=[n+]1cc(-c2ccccc2)n([O-])c2ccccc21	20	-19%
CCC(C(=O)Nc1cc(OC)ccc1OC)n1nnc(C(=O)OC)c1C(=O)OC (configuration not stated)	29	-10%
CC(NC(=O)CC1CCCC1)c1ccccc1F (configuration not stated)	1	5%
COc1cccc(Oc2cnc(N)nc2-c2ccc(OCc3ccccc3)cc2O)c1	-1	?
COC(=O)c1[nH]c2cc(Cl)ccc2c1C=O	-1	42%
CN(C(=O)c1ccc(C(=O)N(C)c2ccccc2)cc1)c1ccccc1	-1	?
CCOC(=O)C1=CCC(c2cc3ccc(OC)cc3n2C(=O)OC(C)(C)C)NC1 (configuration not stated)	4	?
N#Cc1nc(COc2ccc(Br)cc2)oc1NCc1cccnc1	5	?
O=S(=O)(/C=C/c1ccccc1)Nc1ccc(Sc2nncs2)cc1	-4	-17%
O=C(NCCCN(C(=O)c1cccnc1)C1CCCCC1)c1nc2ccccc2c(=O)[nH]1	7	4%
COCCNC(=O)CS(=O)(=O)Cc1nc(-c2cccc(OC)c2)oc1C	4	-2%
CNC(=O)CN(C)C(=O)c1ccc(N2CCNCC2)c(NS(=O)(=O)c2ccc(C)c(C)c2)c1	17	-3%
CNc1c(NC(=O)Nc2ccccc2Cl)c(=O)oc2ccccc12	-4	-17%
CC(NC(=O)c1cccc(S(=O)(=O)Nc2ccc3c(c2)OCO3)c1)c1ccc2c(c1)OCCO2 (configuration not stated)	-3	?
CCCN(CCC)C(=O)Cn1cnc2c1c(=O)n(C)c(=O)n2C	-3	4%
CCCCCCN1CCN(C2CN(Cc3cn(Cc4cccc(C(F)(F)F)c4)nn3)S(=O)(=O)C2)CC1 (configuration not stated)	1	?
CCOCCCNC(=O)C(NC(=O)C1CCC(C)CC1)C(C)CC (configuration not stated)	2	6%
O=[N+]([O-])c1ccc(Nc2ccccc2Cl)c2nonc12	6	-5%
CNc1c(NC(=O)NCc2ccccc2)c(=O)oc2ccccc12	-2	?

Next part
molecule	LDHA block	ALOX12 inh
COC(=O)c1cc(NC(=O)c2cnccn2)cc(C(=O)OC)c1	3	?
COc1ccc(NC(=O)C(c2ccc(OC)cc2)n2c(=O)c(-c3cc4ccccc4[nH]3)nc3ccccc32)cc1 (configuration not stated)	-2	-20%
O=C1CCCCCN1CCNc1nc2ccccc2o1	-3	24%
CCN(CC)C(=O)c1cccc(-c2csc(C(C)(NC(C)=O)c3ccc(OC)cc3)n2)c1 (configuration not stated)	-6	10%
Cc1ccc(S(=O)(=O)N2C[C@H]3C(=O)C[C@@H](c4ccccc4F)N(S(=O)(=O)c4ccc(C)cc4)[C@H]3C[C@H]2c2ccccc2)cc1	-1	-16%
COCCNc1nc(NCc2ccccc2OC)c2sccc2n1	-19	-15%
O=C(NC(c1ccccc1)c1cc2ccccc2o1)C1CCC1 (configuration not stated)	2	-30%
O=C(NCC1CCN(CC(F)(F)F)C1)c1cc2ccccc2[nH]1 (configuration not stated)	0	4%
CCN1CCN(CCNC(=O)c2cc(-c3ccc(NC(C)=O)cc3)nc3ccccc23)CC1	25	-5%
Cc1ccc(CCCCCCCCCCCC(=O)O)cc1	-7	3%
O=C(OCc1coc(-c2ccc(F)cc2)n1)c1ccc2nccnc2c1	-1	-1%
Cc1cc2nc(C(C)(C)C)c(Cc3ccccc3)n2c(C)c1Br	-12	?
O=C(CCC(=O)c1ccc(F)cc1)Nc1ccccc1-c1ccccc1	1	?
CCCc1ccc(S(=O)(=O)N2CCN(C(=O)C(CC(C)C)NC(N)=O)CC2)cc1 (configuration not stated)	7	-8%
C=CCN1CCCN(Cc2ccc(C#N)cc2)CC1	0	20%
CC(=O)N1CCCC(C)(C(=O)N(C)Cc2cccc3ccccc23)C1 (configuration not stated)	1	13%
NS(=O)(=O)c1ccc(N/N=C/c2ccccc2C(F)(F)F)c([N+](=O)[O-])c1	-14	-5%
N#Cc1cccc(C(=O)C(C#N)C(=O)Nc2cccc(C(F)(F)F)c2)c1 (configuration not stated)	1	24%
O=C(CN1CCN(c2ccc(C(F)(F)F)cn2)CC1)NC1CCS(=O)(=O)C1 (configuration not stated)	13	-9%
Cc1[nH]c2ccc(C(=O)N(Cc3ccccc3)C3CCS(=O)(=O)C3)cc2c1C (configuration not stated)	-1	21%
C[C@@H](c1ccccc1)N1C[C@H](COCc2ccccc2)Oc2cc(N3CC[C@H](N(C)C)C3)ccc2S1(=O)=O	-5	-23%
COc1cccc(C(O)c2ncc(-c3ccc(C(F)(F)F)cc3)[nH]2)c1 (configuration not stated)	-11	6%
CCCC(=O)Nc1ccc2oc(-c3cc(F)c(F)cc3Cl)nc2c1	6	-23%
COC(=O)C(C#N)c1nc2ccccc2nc1N1CCN(Cc2ccccc2)CC1 (configuration not stated)	-1	?
Cc1nc(-c2cccs2)c(CC(=O)N2CCc3ccccc3C2)s1	4	8.9µM*

The results go on.
Value order: LDHA block	ALOX12 inh
CCCS(=O)(=O)c1ncc(Cl)c(C(=O)N(Cc2ccc(C)cc2)C2CCS(=O)(=O)C2)n1 (configuration not stated)
  -7	-27%
C=C(C)COc1ccc2c(C)c(CC(=O)NCCc3ccc(S(N)(=O)=O)cc3)c(=O)oc2c1
  4	-27%
CC(C)C(=O)N1N=C(c2ccc(Cl)cc2Cl)CC1c1ccc2nccnc2c1 (configuration not stated)
  -7	-6%
COc1ccc(C2OC(CCc3ccccc3)CC3=C2C(=O)OC(C)(C)O3)cc1 (configuration not stated)
  -3	-4%
NC(=O)c1cc(Cc2ccccc2)sc1NC(=O)c1ccccc1
  8	?
Cc1ccc(F)cc1C(=O)N1CCCC(c2cc(C(=O)NCc3ccc(F)cc3)no2)C1 (configuration not stated)
  -2	-2%
Nc1oc2ccccc2c(=O)c1-c1ccc(Br)cc1
  3	4%
C=CCc1c(C)nc(Nc2nc(C)c3ccc(C)cc3n2)[nH]c1=O
  8	-1%
COC(=O)C1CCN(Cc2cc(=O)oc3c(C)c(C)ccc23)CC1
  -7	?
Cc1ccc(C(=O)NCC(=O)OCc2cc(=O)oc3cc(O)ccc23)cc1C
  11	-29%
C=CCOc1ccc(NC(=O)c2ccccc2)cc1
  13	-1%
CCN(CC)S(=O)(=O)c1ccc(NC(=O)CN2C(=O)c3ccccc3S2(=O)=O)cc1
  -1	-4%
O=C1CN(CC(=O)Nc2cccc3ncccc23)CCN1
  7	16%
CCCCN(C)C(=O)C1CCN(C(=O)/C=C/c2c(Cl)cccc2Cl)CC1
  -4	-23%
CC(=O)Nc1cccc(C(C)NC(=O)Nc2ccc(C(F)(F)F)cc2)c1 (configuration not stated)
  1	-45%
C=CCn1c(=O)c2c(nc(-n3nc(C)c(C)c3C)n2CC(=C)C)n(C)c1=O
  -32*	-21%
Nc1nc2c(ncn2[C@@H]2O[C@H](CNC(=O)[C@H](N)C3CCCCC3)[C@@H](O)[C@H]2O)c(=O)[nH]1
  -4	-82%
COc1ccc(C(=O)Nc2ccc3c(c2)OCCCO3)c(O)c1
  12	-3%
CCOC(=O)C1=C(C)OC(n2cccc2)=C(C#N)C1c1ccc(OC)c(OC)c1OC (configuration not stated)
  3	-30%
O=C(NCc1ccccn1)c1ccc2c(c1)CCC2
  4	56%[activator]
O=C(Nc1cc(F)ccc1F)N1CCC2(CC1)Oc1ccccc1C(=O)N2Cc1ccccc1F
  2	2%
CCCCn1nnnc1C(c1cc2ccccc2o1)N1CCCN(C(=O)OC(C)(C)C)CC1 (configuration not stated)
  -2	3%
Cc1ccc(S(=O)(=O)N2C[C@H]3C(=O)C[C@@H](c4ccccc4C)N(S(=O)(=O)c4ccc(C)cc4)[C@H]3C[C@H]2c2ccccc2)cc1
  -6	2%
Cc1ccc(OCCN(C)C(=O)c2cc3ccccc3oc2=O)cc1
  -2	17%
COc1ccc2cc(C(=O)NC3CCN(Cc4ccccc4)C3)c(C)nc2c1 (configuration not stated)
  1	10%
COc1cncc(-c2cnc3sc(NCCc4ccccn4)nn23)c1
  -1	-4%
CC1(NC(=O)c2n[nH]c(=O)c3ccccc23)CCS(=O)(=O)C1 (configuration not stated)
  6	1%
Cc1ccc(CNC(=O)CSc2n[nH]c(N)n2)cc1F
  2	1%
FC(F)(F)C(Oc1nc(N2CCCCC2)nc(N2CCOCC2)n1)C(F)(F)F
  12	3%
CC(=O)NC(c1cccc(F)c1)c1nc(-c2ccoc2)cs1 (configuration not stated)
  -4	?

Full records from above. Order of screens: LDHA block, ALOX12 inh
Profile of COc1ccc2cc(C(=O)NC3CCN(Cc4ccccc4)C3)c(C)nc2c1 (configuration not stated) → 1, 10%
Profile of NC(=O)c1cc(Cc2ccccc2)sc1NC(=O)c1ccccc1 → 8, ?

The list goes on.
Value order: LDHA block	ALOX12 inh
Clc1ccc(-c2cc3nc(NCc4cccc(Cl)c4)ccn3n2)cc1
  -1	-22%
Cc1nc(-n2nc(C)c(Cl)c2C)sc1C(=O)N1CCCCCC1
  0	-8%
COc1ccc(CC(=O)N2CCC(NS(=O)(=O)c3ccc(C)cc3)CC2)cc1
  -5	?
COc1cc(C)cc2oc(=O)c(CC(=O)NCCc3ccccc3)c(C)c12
  -1	42%[activator]

An excerpt from above in order of number of heavy atoms, descending.
Value order: LDHA block	ALOX12 inh
FC(F)(F)C(Oc1nc(N2CCCCC2)nc(N2CCOCC2)n1)C(F)(F)F
  12	3%
COc1cc(C)cc2oc(=O)c(CC(=O)NCCc3ccccc3)c(C)c12
  -1	42%[activator]
Cc1nc(-n2nc(C)c(Cl)c2C)sc1C(=O)N1CCCCCC1
  0	-8%

Source: PubChem BioAssay (National Center for Advancing Translational Sciences (NCATS))

This is a subset; rates above refer to the full screens.
